From PubChem BioAssay
Growth percent in the NCI-60 one-dose screen (48 h, 10 µM unless noted): 100 = growth as untreated, 0 = no growth, -100 = all killed.
M14: M14 melanoma. 6.2% of 80,000 active. AID 1794745
A549/ATCC: A549/ATCC NSCLC | 3.7% of 81,000 active | AID 1794740
UACC-62: UACC-62 melanoma | 5.4% of 81,000 active | AID 1794756
MDA-MB-435: MDA-MB-435 melanoma; 7.8% of 82,000 active; AID 1794794
SK-MEL-28: SK-MEL-28 melanoma | 4.1% of 81,000 active | AID 1794761
SK-MEL-2: SK-MEL-2 melanoma | 4.7% of 77,000 active | AID 1794763
UACC-257: UACC-257 melanoma; 4.4% of 78,000 active
SK-MEL-5: SK-MEL-5 melanoma | 6.4% of 80,000 active
Active calls of the source: *; x = no result given. The calls were made as follows: active = growth percent below 10; inactive = the rest.

Values run as follows: M14	A549/ATCC	UACC-62	MDA-MB-435	SK-MEL-28	SK-MEL-2	UACC-257	SK-MEL-5
> CC(=O)C1=C(C)NC(NN)=NC1c1ccc([N+](=O)[O-])cc1 (stereo not given)
→ 103	102	91	102	104	111	102	103
> CCc1ccc(C2CC(c3ccccc3Cl)=NN2c2ccc(S(N)(=O)=O)cc2)cc1 (stereo not given)
→ 96	91	76	95	107	104	85	87
> CCCCC(CC)COC(=O)C[N+](C)(C)CCOC(c1ccccc1)c1ccccc1 (stereo not given)
→ 20	88	-20*	0.5*	11	-27*	2.7*	-80*
> O=C(NCCNc1nccc(-c2c(-c3ccc(F)cc3)nc3sccn23)n1)c1cccc(C(F)(F)F)c1
→ 77	54	53	58	90	x	103	48
> COc1ccc(/C=C/C(=O)c2ccc(NC(=O)CSc3nnc(-c4cc(OC)c(OC)c(OC)c4)n3-c3ccccc3)cc2)cc1
→ 94	84	76	97	113	86	102	75
> COc1ccc(SC2c3ccc(C)cc3Oc3nc(N)c(C#N)c(N)c32)cc1 (stereo not given)
→ -77*	20	-46*	-70*	-82*	-60*	-75*	x
> Cc1ccc(-c2cc(-c3ccc(Br)s3)[nH]c(=O)c2C#N)cc1
→ 105	102	92	102	105	114	104	97
> COC(=O)c1oc2c(F)c(-c3ccc(OC)cc3)c(-c3ccccc3)c(-c3ccccc3)c2c1N
→ 113	99	91	109	104	103	115	101
> NC(=N\N=C/c1ccc(Cl)cc1Cl)/C(N)=N\N=C/c1ccc(Cl)cc1Cl
→ 105	62	95	83	110	64	118	108
> O=C(O)c1ccccc1/C=N\Nc1ccccn1
→ 107	105	101	124	104	100	102	119
> CSc1nc(N)nc(N)n1
→ 108	103	99	115	114	99	102	101
> Cc1nn(-c2ccc(Cl)cc2)c2nc(CN3CCN(c4cc5c(cc4F)c(=O)c(C(=O)O)cn5C4CC4)CC3)[nH]c(=O)c12
→ 48	34	43	73	48	96	78	56
> CN(C)c1ccc(/C=N\NC(=O)c2ccncc2)cc1
→ 105	99	112	108	120	97	105	102
> CN1C(C(=O)Nc2ccccn2)=C(O)c2sc(Cl)cc2S1(=O)=O
→ 108	100	92	98	102	x	100	102
> COc1ccccc1NC(=O)Nc1ccc(-c2nc3ccccc3[nH]2)cc1
→ 97	96	99	96	100	103	104	90
> COc1ccc(/C=N/Nc2nc3ccccc3c(=O)n2-c2ccccc2)cc1OC
→ 106	95	96	103	109	104	97	104
> CC(C)(C)Nc1nc2ccc(OC/C(=C/F)CN)cc2o1
→ x	104	92	108	101	111	108	98
> CN1CCN(C(=O)OCc2nc3c(N4CCOCC4)nc(Cl)nc3n2C)CC1
→ -77*	25	-78*	-55*	-95*	-57*	-65*	-13*
> C=C(Br)c1ccc2c(c1)OCO2
→ 102	101	94	109	108	108	98	109
> N#Cc1c(-c2ccc(Br)cc2)nc2n[nH]c(-c3ccc(Br)cc3)c2c1-c1cccs1
→ 82	79	75	90	87	94	82	61

Brought forward from above: 2 compounds, followed by the next part.
Values run as follows: M14	A549/ATCC	UACC-62	MDA-MB-435	SK-MEL-28	SK-MEL-2	UACC-257	SK-MEL-5
> C=C(Br)c1ccc2c(c1)OCO2
→ 102	101	94	109	108	108	98	109
> N#Cc1c(-c2ccc(Br)cc2)nc2n[nH]c(-c3ccc(Br)cc3)c2c1-c1cccs1
→ 82	79	75	90	87	94	82	61
> CC1(C)[C@@H](O)CC[C@]2(C)[C@H]3CC[C@@H]4[C@H]5[C@H](C(=O)/C=C/c6cccnc6)CC[C@]5(CO)CC[C@@]4(C)[C@]3(C)CC[C@@H]12
→ 102	81	74	102	101	95	85	88
> O=c1nc(-c2ccccc2)c2cc(-c3ccc(C(F)(F)F)cc3)ccc2[nH]1
→ 96	81	87	86	109	83	92	80
> O=C(Nc1nccs1)c1ccc([N+](=O)[O-])cc1
→ 114	94	92	98	104	120	102	96
> COc1ccc(-c2cc(-c3nnc(/C=C/c4cc(OC)c(OC)c(OC)c4)o3)[nH]n2)cc1
→ 103	89	90	95	99	85	97	101
> COc1ccc(NC(=O)[C@@H]2CCC(=O)N2)cc1OC
→ 110	73	100	110	108	97	75	100
> Nc1c(C(=O)NC2CCCCC2)sc2nc3c(cc12)C(=O)CCC3
→ 103	84	91	55	95	97	88	95
> Cn1c2c(Cl)c(Cl)ccc2c2ccn3c(=O)c4ccccc4nc3c21
→ 101	108	91	98	117	107	97	95
> CC(CCCN1CCCC1)Nc1ccnc2cc(Cl)ccc12 (stereo not given)
→ 108	94	106	115	111	118	104	x
> Cc1[nH]c2ccccc2c1C1Cc2ccccc2N1C(=O)/C=C/c1ccccc1 (stereo not given)
→ 81	72	56	93	98	69	95	90
> O=C(OC(c1ccccc1)c1ccccc1)c1ccccc1
→ 91	86	89	113	115	95	101	101
> COC(=O)[C@]12CCC(C)(C)C[C@H]1C1=CC[C@@H]3[C@@]4(C)CCC(=O)NC(C)(C)[C@@H]4CC[C@@]3(C)[C@]1(C)CC2
→ 106	101	84	103	103	97	103	101
> Cc1ccc(/C=C2\SC(=S)N(CCC(=O)NCCN3CCOCC3)C2=O)cc1
→ 107	102	95	102	102	108	105	96
> COc1ccc(/C=N\NC(=O)c2cc(-c3ccc(Cl)cc3)n(-c3ccc(S(N)(=O)=O)cc3)n2)cc1
→ 98	93	79	54	85	96	97	92
> Cc1ccc(-c2nc3c(N)nc(N)nc3nc2N)cc1
→ 110	101	110	117	105	111	119	x
> CCOC(=O)N1CCc2c(sc3nc(CNc4ccc(OC)cc4)[nH]c(=O)c23)C1
→ 101	75	93	102	116	107	89	98
> Cc1cc(N=Nc2cc(S(=O)(=O)O)c(N)cc2N)ccc1N=Nc1ccc2cc(S(=O)(=O)O)cc(S(=O)(=O)O)c2c1
→ 112	91	107	101	113	109	99	110
> CSc1ccccc1C(=O)Nc1nc(-c2ccccn2)cs1
→ 93	88	103	91	100	96	102	92
> N=C1CCC(=N)c2c1c(O)c1ccccc1c2O
→ 118	95	102	114	106	117	101	126
> COc1ccc(N=Nc2c(N)nn3ccc(C)nc23)cc1
→ 97	92	87	93	100	97	103	93
> Cn1c(SCc2ccccc2)nccc1=O
→ 103	106	102	109	111	102	123	104

Additional compounds:
Values run as follows: M14	A549/ATCC	UACC-62	MDA-MB-435	SK-MEL-28	SK-MEL-2	UACC-257	SK-MEL-5
> Cc1ccc([N+](=O)[O-])cc1Br
→ 95	78	96	86	104	96	80	100
> CCOC(=O)C1=C(C)N(C(=N)/N=C/c2ccccc2)C(=S)NC1c1ccccc1 (stereo not given)
→ 109	99	93	106	108	102	95	99
> CC(=O)NC1CCC(=O)C=C1c1ccccc1 (stereo not given)
→ 115	97	108	99	107	126	92	105
> Nc1nc2nc(N=Nc3ccc(S(=O)(=O)O)cc3)[nH]c2c(=O)[nH]1
→ 102	74	106	107	116	102	x	107
> O=S(=O)(NC1c2ccccc2Oc2ccccc21)c1ccc(Cl)cc1
→ 92	91	x	103	92	102	95	102
> COc1ccc(C(=O)CSc2nc3ccccc3c(=O)n2CCc2ccccc2)cc1
→ 97	83	84	98	106	97	97	95
> COc1ccc(-c2cc(-c3ccc(OC)c(OC)c3)nc(SCCCCCCC(=O)NO)n2)cc1
→ 77	80	46	74	78	88	63	33
> CCCN(CCC)CC(=O)NC1c2ccccc2Oc2ccccc21
→ 68	79	x	106	103	82	100	100
> O=c1c2cc(F)ccc2sc2c(N3CCCC3)nc3ccccc3c12
→ 119	97	89	107	120	107	110	100
> CS(=O)(=O)Nc1ccc(-c2nn(-c3ccc(S(C)(=O)=O)cc3)cc2/C=C/C(=O)c2ccc(NC(=O)CO[N+](=O)[O-])cc2)cc1
→ 111	101	100	106	104	97	103	100
> CCOC(=O)c1cc(C(=O)c2ccc(Br)cc2)n2ncccc12
→ 55	73	61	12	82	45	68	63
> O=C(O)CCS/N=N/c1nc2nc[nH]c(=O)c2[nH]1
→ 99	103	103	106	114	85	98	105
> Cc1ccccc1/C=C/c1nn2c(-c3cccnc3)nnc2s1
→ 103	99	87	100	105	x	120	99
> COc1cc(/C=N/NC(=O)c2cnn(CC(O)c3ccccc3)c2N)ccc1Oc1ccccc1 (stereo not given)
→ 101	79	85	99	93	96	96	83
> CC[C@H](C)[C@H](CO)NC(=O)[C@]12CCC(C)(C)C[C@H]1[C@@H]1NCC[C@@H]3[C@@]4(C)CC[C@H](O)C(C)(C)[C@@H]4CC[C@@]3(C)[C@]1(C)CC2
→ 80	73	75	79	81	99	101	70
> CN(C)CC(=O)Nc1cc(Cl)ccc1Oc1ccc(Cl)cc1
→ 100	93	79	107	111	96	103	93
> CCOC(=O)c1c(C)nc2c(c1N)/C(=C/c1ccc[nH]1)C(=O)N2c1ccc(OC)cc1
→ 96	80	93	99	90	92	72	102
> O=C(O)c1cc(-c2c(Cl)cccc2Cl)nc2cc3ccccc3cc12
→ 99	113	95	100	113	94	95	109
> O=C1C=CC(=Nc2ccc3c(c2)C(=O)c2ccccc2-3)O1
→ 92	113	90	112	115	87	114	102
> O=C(NCc1ccccc1)Nc1cc(Cl)ccc1Cl
→ 116	97	81	99	105	108	106	92

Individual results from above:
A549/ATCC result of CCOC(=O)C1=C(C)N(C(=N)/N=C/c2ccccc2)C(=S)NC1c1ccccc1 (stereo not given) = 99
M14 result of Cc1ccccc1/C=C/c1nn2c(-c3cccnc3)nnc2s1 = 103
UACC-257 result of CS(=O)(=O)Nc1ccc(-c2nn(-c3ccc(S(C)(=O)=O)cc3)cc2/C=C/C(=O)c2ccc(NC(=O)CO[N+](=O)[O-])cc2)cc1 = 103
UACC-257 result of CC[C@H](C)[C@H](CO)NC(=O)[C@]12CCC(C)(C)C[C@H]1[C@@H]1NCC[C@@H]3[C@@]4(C)CC[C@H](O)C(C)(C)[C@@H]4CC[C@@]3(C)[C@]1(C)CC2 = 101
UACC-62 result of CC(=O)NC1CCC(=O)C=C1c1ccccc1 (stereo not given) = 108

Going on with the list.
Values run as follows: M14	A549/ATCC	UACC-62	MDA-MB-435	SK-MEL-28	SK-MEL-2	UACC-257	SK-MEL-5
> COc1cccc2occ(/C=N/NC(=S)SC)c(=O)c12
→ 93	101	96	99	95	105	105	98
> CCn1c2c(c3ccccc31)CC1CN(Cc3ccco3)C(=O)C1C2C(=O)O (stereo not given)
→ 105	102	100	100	107	100	102	101
> Cc1ccc2c(c1)c(-c1nc(-c3cn(C)c4ncccc34)cs1)cn2C(=O)OC(C)(C)C
→ 101	108	82	92	95	91	127	88
> CN(C)C(=O)C(c1ccccc1)C(O)c1ccccc1 (stereo not given)
→ 98	94	104	106	110	94	96	103
> CCCCCC1CC(=O)NC1(C(=O)OCC)C(=O)OCC (stereo not given)
→ 102	x	88	102	106	129	121	105
> O=C1c2ccccc2C23C(=C(c4cncnc4)c4cc(C(F)(F)F)ccc42)CCCN13 (stereo not given)
→ 96	95	81	93	99	110	99	92
> CN1CCC(=C2c3ccccc3CCc3cccnc32)CC1
→ 102	109	110	104	106	x	108	103
> O=S(=O)(Cc1ccccc1)C(c1ccccc1)S(=O)(=O)Cc1ccccc1
→ 104	106	103	111	113	102	102	101
> O=[N+]([O-])c1cccc(C(c2ccccc2)c2ccccc2)c1
→ 97	88	87	99	107	98	102	101
> Cc1ccc(C)n1CCN1CCNCC1
→ 100	96	94	98	112	116	103	104
> C=C(C)[C@@H]1CC[C@]2(C(=O)O)CC[C@]3(C)[C@H](CC[C@@H]4[C@@]5(C)CCC(NC(=O)c6cccc(OC(C)=O)c6OC(C)=O)C(C)(C)[C@@H]5CC[C@]43C)[C@@H]12 (stereo not given in full)
→ -16*	-6.3*	-38*	-56*	12	15	3.4*	-82*
> COc1ccc(/C=C2/C(c3ccc(Cl)cc3)=NN=C2C(F)(F)F)cc1
→ 98	96	87	x	114	91	96	91
> CC[C@@H](C(=O)[C@H](C)[C@H](O)[C@@H](C)[C@H]1O[C@H]([C@@H](CC)C(=O)O)CC[C@H]1C)C1O[C@]2(C=C[C@@H](O)[C@]3(CC[C@@](C)([C@H]4CC[C@](O)(CC)[C@H](C)O4)O3)O2)[C@H](C)C[C@@H]1C (stereo not given in full)
→ -39*	21	-92*	-16*	-93*	14	35	-99*
> Nc1nc(N)c2c(n1)NC(c1ccc(C(F)(F)F)cc1)CC(c1ccc(Nc3nc(NCCO)nc(N4CCOCC4)n3)cc1)=N2 (stereo not given)
→ 72	74	82	66	82	81	80	65
> S=C(SCc1nc(-c2ccc(Cl)cc2)no1)N1CCSCC1
→ x	79	87	103	108	110	x	65
> CCOC(=O)NCn1c(=O)[nH]c2ccccc2c1=O
→ 95	94	70	89	95	84	94	86
> O=C1C(Cl)=C(Nc2ccc(O)cc2)C(=O)N1Cc1ccc(Cl)cc1
→ 24	72	65	-31*	62	66	70	51
> COc1cc2c(cc1OC)NC(=O)C2
→ 105	101	109	112	119	106	94	105
> O=C(Cn1nnc2ccccc21)N/N=C/c1ccc(O)cc1O
→ 57	58	41	74	64	82	89	66
> Oc1ccc(/C=N/Nc2nnc(N/N=C/c3ccc(O)cc3O)c3ccccc23)c(O)c1
→ -53*	-58*	-95*	-6.1*	-43*	-58*	x	-18*

Further results
Values run as follows: M14	A549/ATCC	UACC-62	MDA-MB-435	SK-MEL-28	SK-MEL-2	UACC-257	SK-MEL-5
> FC(F)(F)c1cccc(-c2cn3c(ccc4ccccc43)n2)c1
→ 95	95	80	100	115	102	114	92
> COc1ccc(C(OC(=O)c2cccc(Cl)c2)C(=O)NC(C)(C)C)cc1OC (stereo not given)
→ 94	83	96	105	90	80	108	96
> C/C(=C\C(=O)OCCCCCCCCC(=O)O)C[C@@H]1OC[C@H](C[C@@H]2O[C@H]2[C@@H](C)[C@H](C)O)[C@@H](O)[C@H]1O
→ 106	104	103	94	107	108	93	111
> N#CC(C#N)=Cc1c(-c2ccccc2)[nH]c2ccccc12
→ 28	37	32	7.5*	43	46	52	15
> CC1SC(N)=NC1=O (stereo not given)
→ 103	102	100	109	112	111	110	113
> Cc1ccnc(NS(=O)(=O)c2ccc(Nc3ccnc(SCC(=O)c4ccc([N+](=O)[O-])cc4)n3)cc2)n1
→ 106	105	98	104	108	103	108	98
> COc1ccc(C(=O)CSc2nnc(-c3c[nH]c4ccccc34)n2-c2ccccc2)cc1
→ 76	74	26	69	50	72	59	81
